BoNT A protease – BoNT A light chain protease inhibition | actives 0.17% (n = 360,000) | inhibition, % at 10 µM | multiplex microsphere protease substrate cleavage, flow cytometry; note: plate controls were buffer without enzyme for full effect and enzyme alone for no effect
FadD28 binding – blocks FadD28 binding to the bisubstrate probe. fluorescence polarization. inhibition, % at 12.5 µM. actives 0.22% (n = 360,000); in the data active = inhibition above about 8.5%, passing the limit was not always enough; inconclusive = no clear call, values can overlap the other calls
Anthrax LF inh2 – inhibitors of Bacillus anthracis lethal factor protease; P15917; multiplex microsphere protease cleavage assay, LF; inhibition, % at 10 µM; actives 0.12% (n = 360,000); note: plate controls were buffer without enzyme for full effect and enzyme alone for no effect
Target sequence (P15917 whole entry, looked up): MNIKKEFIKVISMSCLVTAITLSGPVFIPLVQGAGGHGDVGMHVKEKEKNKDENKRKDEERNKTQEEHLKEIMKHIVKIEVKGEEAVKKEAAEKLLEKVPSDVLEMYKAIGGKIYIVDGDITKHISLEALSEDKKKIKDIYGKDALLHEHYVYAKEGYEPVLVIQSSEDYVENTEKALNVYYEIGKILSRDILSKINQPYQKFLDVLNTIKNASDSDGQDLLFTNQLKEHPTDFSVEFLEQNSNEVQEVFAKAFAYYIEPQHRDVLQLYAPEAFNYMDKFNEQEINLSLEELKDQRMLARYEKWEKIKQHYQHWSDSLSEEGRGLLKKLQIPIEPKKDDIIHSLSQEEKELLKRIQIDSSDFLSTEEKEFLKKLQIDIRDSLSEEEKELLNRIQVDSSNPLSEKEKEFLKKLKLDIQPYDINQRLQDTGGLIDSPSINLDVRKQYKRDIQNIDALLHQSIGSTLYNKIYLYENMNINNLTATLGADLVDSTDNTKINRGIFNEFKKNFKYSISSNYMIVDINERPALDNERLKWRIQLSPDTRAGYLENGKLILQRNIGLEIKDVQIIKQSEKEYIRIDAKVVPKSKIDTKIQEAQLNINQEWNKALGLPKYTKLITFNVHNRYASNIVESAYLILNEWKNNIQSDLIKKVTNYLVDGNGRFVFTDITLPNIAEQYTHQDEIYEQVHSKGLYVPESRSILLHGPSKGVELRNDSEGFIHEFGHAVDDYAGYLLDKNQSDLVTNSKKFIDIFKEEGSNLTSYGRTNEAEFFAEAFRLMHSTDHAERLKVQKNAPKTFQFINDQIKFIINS
UGM FP inh – Mtb UDP-galactopyranose mutase inhibition | P9WIQ1 | purified UGM, fluorescence polarization probe displacement | inhibition, % at 10 µM | actives 0.06% (n = 320,000) | AID 504406; in the data active = inhibition above about 10%, passing the limit was not always enough; inconclusive = no clear call, values can overlap the other calls
BioA inh – inhibitors of Mycobacterium tuberculosis BioA enzyme | AID 602481 | inhibition, % at 9.99 µM | purified M. tuberculosis BioA enzyme, plate reader | actives 0.096% (n = 360,000); in the data active = inhibition above about 40%; inconclusive = no clear call, values can overlap the other calls
GDH-TPI counter – counter-screen for M. tuberculosis FBA inhibitors: GDH-TPI coupled enzymes; GDH-TPI coupled enzyme counterscreen, NADH absorbance; inhibition, % at 4.8 µM; actives 1.2% (n = 360,000); AID 588335; in the data active = inhibition above about 30%;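 note: 0% = DMSO wells and 100% = wells lacking the enzyme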
PfHsp40 yeast – rescue of PfHsp40-mediated yeast toxicity. actives 0.68% (n = 340,000). S. cerevisiae expressing PfHsp40, growth rescue, ATP luminescence. growth rescue, % at 12.5 µM; in the data active = growth rescue above about 28%, passing the limit was not always enough; inconclusive = no clear call, values can overlap the other calls;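 note: yeast W303a lacking pdr1 and pdr3 grown in galactose medium; growth measured after three days at 30 °C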
BoNT-F LC inh – BoNT F light chain protease inhibition | Multiplex microsphere protease cleavage assay, flow cytometry | inhibition, % at 10 µM | actives 0.22% (n = 360,000); in the data active = inhibition above about 35%, passing the limit was not always enough; inconclusive = no clear call, values can overlap the other calls; note: plate controls were buffer without enzyme for full effect and enzyme alone for no effect
FBA Mtb inh – Mtb fructose-bisphosphate aldolase inhibition; P9WQA3; purified M. tuberculosis FBA, fluorescence read-out; inhibition, % at 1 µM; actives 2.3% (n = 360,000); in the data active = inhibition above about 27%;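 note: 0% = vehicle and 100% = reference inhibitor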
The depositor's hits bear a star; ? = inconclusive; . = not tested or not shown; & = joins results of further samples. Cut-off read from the data, not from the text of the source, unless noted: active = inhibition above about 30%; inconclusive = no clear call, values can overlap the other calls; inactive = below that.

SMILES	BoNT A protease	FadD28 binding	Anthrax LF inh2	UGM FP inh	BioA inh	GDH-TPI counter	PfHsp40 yeast	BoNT-F LC inh	FBA Mtb inh
CC1CCCC(NC(=O)c2ccc3c(c2)OCO3)C1C (configuration not stated)	.	-1.5	.	-0.5	-1.1	-2	0.3	.	0
O=C1N/C(=C/c2cccs2)C(=O)N1Cc1ccc(Br)cc1	-0.2	-2.3	1	-1.8	.	-7	-0.1	-3	0
CCOC(=O)c1cnn2c(C(F)(F)F)cc(-c3cn(C)nc3C)nc12	-0.4	-3.5	0	-0.8	0.4	21	-1.0	0	72*
Cc1cccc(N2CCN(C(=O)COc3ccc4c(c3)CCC4)CC2)c1C	-0.8	-0.3	-1	0.3	.	5	2.2	-6	0
Cc1ccc2nc(NC(=O)CN3CCN(c4ccccn4)CC3)sc2c1	0.8	0.4	-13	0.3	-3.0	4	3.0	5	5
CC1CCCCC1NC(=O)c1cc2ccccc2o1 (configuration not stated)	0.4	-0.7	0	-3.5	.	6	1.7	-1	-2
CC(C)NC(=O)CC(=O)N/N=C/c1ccccc1F	-0.5	0.9	0	-1.6	-0.1	-4	0.3	3	-3
CCCCCN(C(=O)CCC(=O)OCc1ccc(C(C)C)cc1)c1c(N)n(CCCC)c(=O)[nH]c1=O	0.2	-3.1	-3	1.4	.	-5	.	-8	15
COc1ccc(CN(C)C(=O)CCN=C2NS(=O)(=O)c3ccccc32)c(OC)c1	-0.4	-4.0	6	-2.5	-0.3	-18	-2.7	-5	2
Cc1ccc([N+](=O)[O-])cc1NC(=O)CNC1CCCCC1	-0.6	-1.0	-2	1.8	-1.8	8	0.3	31	0
Cn1c(=O)c2sccc2n2c(CCCC(=O)Nc3ccccc3)nnc12	-1.1	-1.6	-1	-1.5	0.4	0	-0.5	-9	-2
COc1ccc(C(=O)Nc2ccc(C(=O)NCCc3ccc(OC)c(OC)c3)cc2)cc1	0.0	-0.2	-1	-4.3	-1.5	2	0.4	0	0
O=C(CN1C(=O)CCSc2ccccc21)Nc1cccc(F)c1	-0.8	-2.3	-3	2.2	0.5	0	0.1	3	3
COc1cc(CC(=O)N2CCN(S(=O)(=O)c3ccc(C)cc3)CC2)cc(OC)c1OC	1.0	-4.7	0	-1.7	0.5	4	-0.5	3	1
O=C(CN1C(=O)C2CCCCC2C1=O)OCC(=O)c1ccc(F)cc1 (configuration not stated)	1.7	.	-4	2.3	-2.7	2	1.7	-2	5
CC1CCCC(C)N1CCCNC(=O)CCn1c(=O)c2cccn2c2cccnc21 (configuration not stated)	2.9	-3.3	0	-0.6	-0.9	18	-1.6	5	4
O=C(Nc1ccccc1)c1nnsc1S(=O)c1ccc(Cl)cc1 (configuration not stated)	0.8	-2.1	-1	2.4	-1.3	8	11	-4	-1
COc1cccc(/C=N/NC(=O)c2ccc(CN3c4cccc5cccc(c45)S3(=O)=O)cc2)c1	0.3	0.3	1	-3.5	0.2	9	-0.5	10	3
CCC(CC)=NNc1ccc([N+](=O)[O-])cc1[N+](=O)[O-]	-0.1	-2.3	0	1.9	.	10	-0.8	-1	1
COC(=O)Nc1ccc(S(=O)(=O)NCCCCCC(=O)O)cc1	-0.6	-1.1	-5	0.1	0.3	0	-1.1	-2	-1
CCOC(=O)CSC1=NC(=O)/C(=C/c2ccc(OC)cc2)S1	-0.2	-1.1	-5	0.2	.	18	4.2	-7	-3
O=C(NCc1ccc2c(c1)OCO2)C1CCC(CNS(=O)(=O)c2cccc3nsnc23)CC1 (configuration not stated)	-0.9	-5.2	-6	2.9	0.2	20	1.0	-9	-3
Cc1nc(C)c(-c2ccc(SCC(=O)Nc3cccc(F)c3)nn2)s1	-0.9	-2.6	-2	0.3	-0.1	7	2.1	-8	0
CCOC(=O)c1sc(C)c2c1NC(c1ccc(Cl)cc1)NC2=O (configuration not stated)	-0.1	-3.5	-1	3.9	-3.2	5	0.2	-4	19
CC(NC(=O)Cc1ccccc1F)c1ccc(F)cc1 (configuration not stated)	-1.8	-1.5	-3	-2.1	.	9	-0.1	-11	0
CCN(CC)c1ccc2cc(NC(=O)CCC(=O)O)c(=O)oc2c1	-0.7	-1.2	0	3.3	.	10	0.4	-7	31*
CC(C)(C)N1C(=O)c2ccc(C(=O)Nc3ccc(C(=O)O)cc3)cc2C1=O	-0.3	0.2	-2	-0.8	-1.0	9	0.7	30	0
CC(=O)Nc1ccc(S(=O)(=O)N2CCN(C(C)CCc3ccccc3)CC2)cc1 (configuration not stated)	0.4	-0.5	-3	0.4	0.5	0	0.6	-10	1
CCOc1ccc2nc(SCC(=O)c3ccc(O)cc3O)sc2c1	0.9	-2.9	6	-0.4	-0.9	17	-2.9	-1	5
O=C(Cn1cnc2ccccc2c1=O)N1CCN(c2ccc(F)cc2)CC1	-0.7	-4.4	3	1.4	2.8	-5	-0.7	-6	0

3 compounds picked at random from those above:
SMILES	BoNT A protease	FadD28 binding	Anthrax LF inh2	UGM FP inh	BioA inh	GDH-TPI counter	PfHsp40 yeast	BoNT-F LC inh	FBA Mtb inh
CCOC(=O)c1sc(C)c2c1NC(c1ccc(Cl)cc1)NC2=O (configuration not stated)	-0.1	-3.5	-1	3.9	-3.2	5	0.2	-4	19
COc1ccc(CN(C)C(=O)CCN=C2NS(=O)(=O)c3ccccc32)c(OC)c1	-0.4	-4.0	6	-2.5	-0.3	-18	-2.7	-5	2
CCC(CC)=NNc1ccc([N+](=O)[O-])cc1[N+](=O)[O-]	-0.1	-2.3	0	1.9	.	10	-0.8	-1	1

Continuation:
SMILES	BoNT A protease	FadD28 binding	Anthrax LF inh2	UGM FP inh	BioA inh	GDH-TPI counter	PfHsp40 yeast	BoNT-F LC inh	FBA Mtb inh
COCCNC(=O)C1(C)Oc2ccccc2NC1=O (configuration not stated)	-0.6	-2.9	-2	1.1	0.4	0	1.8	1	-1
Nc1n[nH]c(N)c1N=Nc1cccc(F)c1	-1.2	-2.2	-4	.	5.0	15	-0.9	-18	-7
C=CCn1c(NS(=O)(=O)c2ccccc2)c(S(=O)(=O)c2ccc(C)cc2)c2nc3ccccc3nc21	2.0	-0.9	0	2.8	-1.5	8	-1.2	11	14
CCC(=O)NCCc1nc2cc(NC(=O)c3ccccc3Cl)ccc2n1C	-0.7	-0.6	-9	-2.6	-3.2	2	-2.3	-33	6
O=C(CCn1cnnn1)NC1CCCN(Cc2ccccc2F)C1 (configuration not stated)	1.6	-0.1	2	1.3	-1.0	1	-0.7	3	3
COc1ccc2[nH]cc(C(=O)CNc3nc(C)cs3)c2c1	0.7	-4.1	-5	6.3	0.1	-10	0.9	?	5
Cc1cccc(C2c3[nH]c4ccccc4c3CCN2Cc2cnn(-c3ccc(F)cc3)c2)n1 (configuration not stated)	0.6	-0.7	0	-2.7	.	12	0.8	-11	2
Cc1ccc(C=NNc2nc3c([nH]2)c(=O)n(C)c(=O)n3C)cc1	-0.2	0.8	-5	.	-3.5	46*	-0.5	-6	5
CCCC(=O)Nc1nnc(SCC(=O)N2CCCCC2)s1	6.2	-1.1	9	-1.1	-1.9	-6	0.0	28	1
O=c1cc(/C=C/c2ccccc2)oc2c1ccc1ccccc12	0.6	-5.4	2	3.3	1.3	11	-0.1	-2	13
CN(C)c1ccc(CNC(=O)CCNS(=O)(=O)c2cc(Br)cnc2N)cc1	1.1	0.2	0	1.6	0.4	11	-1.7	0	1
O=C(Cc1cccs1)Nc1ccc(S(=O)(=O)Nc2ncccn2)cc1	0.2	-0.8	-2	0.1	-1.6	1	0.5	-8	2
O=C(NC1CCCCCCC1)c1ccc(F)cc1	-2.3	-2.4	6	-1.2	0.5	-6	-0.4	-8	-1
O=C(c1cnc(Cl)c(Cl)c1)N1CCC(Cc2ccccc2)CC1	0.6	-1.5	2	1.8	.	6	-0.4	-8	-5
COc1cccc2cc(C(=O)NCc3ccc(Cl)cc3)c(=O)oc12	2.8	-2.6	-7	-1.8	.	7	-1.1	2	4
CN1C(C(=O)NCc2cccc(Br)c2)CC2Cn3c(nc4cc5ccccc5cc43)C21 (configuration not stated)	0.8	-2.2	10	2.6	-0.8	2	2.7	-4	3
CCCCN=C1NN=C(c2cc3ccccc3o2)CS1	2.8	-5.3	1	-1.5	.	11	-0.8	-3	-7
CN1CCC[C@@H]1CCNC(=O)c1c(-c2ccc3c(c2)OCO3)noc1-c1ccsc1	0.9	-1.4	-1	0.0	-0.1	8	-0.6	-5	3
Cc1ccc2nc(-c3ccc(NC(=O)COCC(=O)O)cc3)sc2c1	-6.4	-8.2	1	3.0	0.8	25	-1.1	?	136*
Cc1cccc(OCC(O)Cn2c(=N)n(Cc3ccccc3)c3ccccc32)c1 (configuration not stated)	2.6	-2.8	8	5.6	3.7	-5	-0.1	32	3
Cc1cc(-c2ccccc2C(=O)Nc2ccccc2O)on1	0.3	-3.3	0	2.3	.	4	1.3	-1	-2
CCOC1=C2CN(S(=O)(=O)c3ccc(C)cc3)[C@H](c3cccc(Cl)c3)C[C@@H]2N(S(=O)(=O)c2ccccc2[N+](=O)[O-])[C@H](c2ccccc2)C1	-0.8	-3.8	-5	.	-0.7	.	.	-2	-1
COc1cccc(CN(C)C[C@@H]2OCc3cnnn3CCCC(=O)N([C@@H](C)CO)C[C@H]2C)c1	-0.3	-3.3	-8	.	0.5&1.2&-1.7	-7	.	-4	-2
Cc1cc2cc(CN(CCN3CCOCC3)C(=O)Nc3ccccc3F)c(=O)[nH]c2cc1C	-0.1	-3.7	-2	-3.5	.	10	-0.8	-3	3
C=CCNC(=O)/C(C#N)=C\c1cc(Cl)c(O)c(OCC)c1	0.7	-0.5	-6	2.3	-3.2	8	8.4	-1	-9
CN(CCOc1ccccc1)CC(=O)Nc1ccc(Cl)cc1[N+](=O)[O-]	-0.4	0.6	6	.	0.4	2	-0.4	-1	10
CCN(CC)CCN(C(=O)c1cc(Cl)sc1Cl)c1nc2cc3c(cc2s1)OCO3	-2.0	-0.3	-6	4.1	-0.3	6	-1.0	-26	7
O=C(c1ccc(F)cc1Cl)N(Cc1ccco1)C1CCS(=O)(=O)C1 (configuration not stated)	0.6	-3.3	-2	.	-1.1	17	-0.9	-1	0
COc1ccc(NC(=O)C2CCCN(c3nccc(C)n3)C2)cc1 (configuration not stated)	-0.1	-4.5	0	0.9	.	-8	0.6	2	-2
COc1ccc(-c2cc3nc4ccccc4n3c(N)c2C#N)cc1	-0.2	-1.3	-4	3.5	.	30	2.6	-4	41*
CCNC(=O)/C(C#N)=C/c1c(N2CCCCCC2)nc2ccccn2c1=O	-1.7	-1.5	-5	1.2	1.0	19	-0.7	31	135*
O=C(COCc1ccccc1)N[C@@H]1c2ccccc2CC[C@H]1OCc1ccccc1	0.2	0.1	-1	.	-1.1	-5	1.9	3	-2
N#Cc1c(N)n(CCOC(=O)c2ccc(Cl)cc2)c2nc3ccccc3nc12	6.1	-2.8	2	.	-2.1	14	-2.0	-2	69*
Cc1ccc(OCc2nnc(SCC(=O)O)n2N)cc1	0.0	-1.1	0	4.3	.	5	0.7	-10	1
CCCOc1ccccc1OCC(=O)Nc1cc(Cl)ccc1-n1cncn1	2.7	-1.2	3	1.2	-0.5	9	-2.3	14	5
O=C1CC2CCCN2C=C1I (configuration not stated)	0.7	-1.9	-9	-0.2	-1.4	7	0.6	-8	-3
CCCc1nnc(NC(=S)Nc2ccccc2)s1	-1.1	-0.3	-5	-0.3	.	6	0.1	5	-1
COCCn1c(C)cc(C(=O)COC(=O)c2ccc(NC(=O)CC#N)cc2)c1C	-0.7	-3.6	-4	-2.6	.	8	-2.4	-3	-1
Cc1c(Cc2ccccc2)c(=O)oc2cc(OC(=O)c3ccccc3)ccc12	0.4	-2.8	-2	-2.9	0.2	6	0.8	-32	5
CC1(C(=O)O)CCC(C(=O)Nc2ccc(OC(F)(F)Cl)cc2)C1(C)C (configuration not stated)	-1.9	-0.8	-14	0.2	0.7	9	0.9	-8	6
